NPR2 activator: GC-B (human) receptor activation; HEK293-GC-B cells, CNP EC30, cGMP TR-FRET; 0% at EC30 CNP, 100% saturating CNP; activation, % at 10 µM; 0.11% of 370,000 active;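 active = activation at 10 µM reaching about 35% in either raw or pattern-adjusted values, limit read from the data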
ABHD4 inh: ABHD4 (mouse) inhibition, primary FP screen | 0.54% of 370,000 active | AID 720543 | Q8VD66 | inhibition, % at 8.92 µM | purified mABHD4, FP-Rh probe fluorescence polarization;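 active = inhibition exceeding the mean over every tested compound plus 3 SD, cut at about 30% in these data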;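 note: 0% = plate median of compound wells and 100% = S159A mutant with DMSO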
Target sequence (Q8VD66 whole entry, looked up): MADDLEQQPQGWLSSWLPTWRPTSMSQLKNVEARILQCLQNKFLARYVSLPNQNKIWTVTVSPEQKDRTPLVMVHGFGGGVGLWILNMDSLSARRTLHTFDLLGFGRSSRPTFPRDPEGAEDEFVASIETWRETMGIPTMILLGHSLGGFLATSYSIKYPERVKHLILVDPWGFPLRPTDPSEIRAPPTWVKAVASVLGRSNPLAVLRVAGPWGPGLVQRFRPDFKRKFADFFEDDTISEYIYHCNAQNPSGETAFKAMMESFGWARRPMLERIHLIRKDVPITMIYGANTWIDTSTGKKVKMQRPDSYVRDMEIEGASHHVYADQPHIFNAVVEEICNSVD
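Doses – 8.92 µM, single dose · Material – wild-type mouse ABHD4 protein · Replication – single well per compound (singlicate) · Measure – percent inhibition of probe binding, normalized to plate controls · Schedule – 45 min compound pre-incubation plus 60 min probe step, 25 °C · Detection – fluorescence polarization with parallel and perpendicular emission, 525/598 nm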
HTRA1 inhibitor: HTRA1 (human) protease inhibition; inhibition, % at 5.96 µM; recombinant HTRA1, FP-rhodamine activity-based probe, fluorescence polarization; 0.5% of 340,000 active; Q92743; in the data active = inhibition above about 36%;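 note: 0% = enzyme with DMSO and 100% = wells lacking enzyme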
MBD2 inh: inhibitors of human MBD2 binding to methylated oligonucleotide. TR-FRET. inhibition, % at 4.4 µM. 0.31% of 370,000 active. AID 686964; in the data active = inhibition above about 13%
GC-A act: GC-A (human) enzyme activation; 0.14% of 370,000 active; AID 1671463; P16066; activation, % at 10 µM; HEK293 GC-A cells, cGMP TR-FRET, EC30 ANP; 0% at EC30 ANP, 100% saturating ANP; in the data active = activation above about 40%
PRMT1 FP inh: PRMT1 (human) inhibition, primary screen; recombinant PRMT1, activity-based probe fluorescence polarization; 1.3% of 370,000 active; AID 652257; Q99873; inhibition, % at 2.79 µM;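 active = inhibition above about 21% made by adding two undisclosed values, limit read from the data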
Target sequence (Q99873 whole entry, looked up): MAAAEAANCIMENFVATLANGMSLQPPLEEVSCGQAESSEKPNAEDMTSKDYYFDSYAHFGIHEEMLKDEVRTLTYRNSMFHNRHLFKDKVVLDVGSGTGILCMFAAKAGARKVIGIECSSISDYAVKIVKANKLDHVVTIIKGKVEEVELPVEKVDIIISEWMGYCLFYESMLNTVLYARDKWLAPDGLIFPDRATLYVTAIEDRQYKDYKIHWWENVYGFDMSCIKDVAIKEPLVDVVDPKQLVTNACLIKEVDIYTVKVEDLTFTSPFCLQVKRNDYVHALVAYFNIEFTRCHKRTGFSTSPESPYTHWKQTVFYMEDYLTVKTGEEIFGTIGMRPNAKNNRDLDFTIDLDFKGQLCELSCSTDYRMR
TCR-CD3 inh: blocks the human TCR-CD3 interaction | TAMRA-labeled TCR probe fluorescence, biochemical | inhibition, % at 9.4 µM | 0.37% of 360,000 active | AID 651800; in the data active = inhibition above about 19%;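 note: recombinant mutant TCR 2C K166C tagged with TAMRA read by polarization; 0% = receptor in buffer alone and 100% = receptor with positive control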
SIAE inh: human SIAE inhibition, primary screen. Q9HAT2. SIAE FP-Rh probe binding, fluorescence polarization. inhibition, % at 9.66 µM. 0.69% of 370,000 active. AID 1053197;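 active = inhibition above a cutoff: mean of compounds within the control limits plus 3 SD of those, cut at about 17% in these data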;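 note: 0% = plate median of compound wells and 100% = probe without SIAE protein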
UHRF1 binding: human UHRF1 methylated DNA binding inhibitors. Q96T88. inhibition, % at 4.4 µM. UHRF1 binding to methylated oligo, TR-FRET. 0.75% of 370,000 active. AID 687016; in the data active = inhibition above about 21%;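 note: UHRF1 SRA domain binding a hemimethylated CpG hairpin DNA probe; 0% = median of test compound wells and 100% = reference inhibitor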
rCAG binder: molecules binding r(CAG) RNA repeats | r(CAG) RNA repeat, TO-PRO-1 dye displacement fluorescence | inhibition, % at 3 µM | 1.3% of 370,000 active;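 active = inhibition above the plate cutoff, the mean of all test compounds on that plate plus 3 SD, cut at about 35% in these data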;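 note: 0% = DMSO alone and 100% = 100 µM mitoxantrone as full dye displacement; higher means more dye released from RNA so lower well fluorescence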
Starred values were filed as active, the others as inactive; / = not tested or not shown.

SMILES	NPR2 activator	ABHD4 inh	HTRA1 inhibitor	MBD2 inh	GC-A act	PRMT1 FP inh	TCR-CD3 inh	SIAE inh	UHRF1 binding	rCAG binder
Cc1cc(OCC(=O)Nc2sc3c(c2C#N)CC(C)(C)NC3(C)C)c(C(C)C)cc1Cl	1.9	5.4	-1.0	-3.3	3.0	-1.5	9.4	-1.3	2.4	1.7
O=C(Nc1cccnc1)c1ccc(N2CCCC2)c([N+](=O)[O-])c1	0.9	-1.5	-1.9	-4.3	1.2	2.4	1.2	-1.2	-4.4	-1.0
CCOc1ccc2nc(NC(=O)/C=C/c3ccc4c(c3)OCO4)sc2c1	3.1	0.9	0.7	4.7	3.7	1.8	-2.8	-10.4	1.8	0.0
COc1cc2c(c(OC)c1OC)[C@@]1(c3ccccc3)CCCC[C@H]1[C@@H]2NC(=O)C(F)(F)F	-16.2	-7.8	/	6.3	-3.1	-11.3	5.0	14.4	-1.4	0.8
CN1CCN(CC(=O)Nc2ccc(OCc3ccccc3)cc2)CC1	-11.3	10.0	/	1.4	-0.2	2.4	3.0	3.9	0.8	-1.6
CCOc1ccc(NC(=O)N2CCc3ccccc3C2)cc1	-2.2	0.5	2.3	2.8	7.2	4.6	0.4	6.3	0.7	-3.9
CC(C)CN(C(=O)COC(=O)Cc1ccc(Cl)cc1)c1c(N)n(Cc2ccccc2)c(=O)[nH]c1=O	3.6	4.5	-6.0	-0.8	0.3	-0.6	-1.4	0.4	1.2	0.1
O[C@H]1C[C@H](c2ccccc2)N(Cc2cccs2)C[C@@H]1n1cc(C2CC2)nn1	-12.6	-14.1	-21.4	1.6	-15.5	-2.1	6.7	-4.8	-0.1	0.2
CCOC(=O)N1CCN(C(=O)C[C@@H]2C[C@@]3(C(=O)OCC)CCC=C3N(Cc3ccc(Cl)cc3Cl)C2=O)CC1	3.8	-2.5	/	-0.7	-4.8	0.8	9.0	-8.3	-2.3	5.4
Cc1cc(C)nc(SC2CC(=O)N(c3ccc(Cl)cc3)C2=O)n1 (stereo not given)	3.0	-0.4	3.9	4.2	-2.0	10.2	-6.4	-2.3	1.9	-4.8

By substructure: those above with a carbonyl joined to an NH by a bond outside any ring
SMILES	NPR2 activator	ABHD4 inh	HTRA1 inhibitor	MBD2 inh	GC-A act	PRMT1 FP inh	TCR-CD3 inh	SIAE inh	UHRF1 binding	rCAG binder
Cc1cc(OCC(=O)Nc2sc3c(c2C#N)CC(C)(C)NC3(C)C)c(C(C)C)cc1Cl	1.9	5.4	-1.0	-3.3	3.0	-1.5	9.4	-1.3	2.4	1.7
O=C(Nc1cccnc1)c1ccc(N2CCCC2)c([N+](=O)[O-])c1	0.9	-1.5	-1.9	-4.3	1.2	2.4	1.2	-1.2	-4.4	-1.0
CCOc1ccc2nc(NC(=O)/C=C/c3ccc4c(c3)OCO4)sc2c1	3.1	0.9	0.7	4.7	3.7	1.8	-2.8	-10.4	1.8	0.0
COc1cc2c(c(OC)c1OC)[C@@]1(c3ccccc3)CCCC[C@H]1[C@@H]2NC(=O)C(F)(F)F	-16.2	-7.8	/	6.3	-3.1	-11.3	5.0	14.4	-1.4	0.8
CN1CCN(CC(=O)Nc2ccc(OCc3ccccc3)cc2)CC1	-11.3	10.0	/	1.4	-0.2	2.4	3.0	3.9	0.8	-1.6
CCOc1ccc(NC(=O)N2CCc3ccccc3C2)cc1	-2.2	0.5	2.3	2.8	7.2	4.6	0.4	6.3	0.7	-3.9

Further records follow:
SMILES	NPR2 activator	ABHD4 inh	HTRA1 inhibitor	MBD2 inh	GC-A act	PRMT1 FP inh	TCR-CD3 inh	SIAE inh	UHRF1 binding	rCAG binder
O=C(CN1CCCCCC1)Nc1cccc(Br)c1	4.0	0.9	-20.1	2.5	3.1	5.8	-2.0	-1.1	11.7	-4.5
Cc1cccc(C)c1NC(=O)CNC(=O)Cn1nc(C)c(C)c(C#N)c1=O	-2.5	-2.7	-0.1	-6.8	2.5	-2.6	-0.2	-1.9	-3.7	1.7
CCNC(=O)CNC(=O)c1nn(Cc2ccccc2)c(=O)c2ccccc12	6.1	4.3	3.9	0.5	-3.1	-3.0	-3.5	-4.6	1.9	1.2
CCOc1ccc(NC(=O)c2cc(S(=O)(=O)N3CCCCC3)c[nH]2)cc1	-1.2	-10.7	-4.2	-1.2	-8.8	3.7	-2.6	-4.4	1.0	4.0
Cc1cc2cc(C)c3nnc(SCC(=O)NCc4ccc5c(c4)OCO5)n3c2cc1C	-7.6	4.1	-3.1	2.5	-7.8	-2.3	8.2	12.8	-0.2	3.2
CC(C)CC(NC(=O)OC(C)(C)C)C(=O)O (stereo not given)	8.8	5.2	6.0	-7.0	3.2	0.1	1.3	1.0	-0.6	-1.1
Nc1c(CNCc2nnn(Cc3ccccc3)c2N)nnn1Cc1ccccc1	0.5	2.4	2.0	-0.2	1.7	-4.1	7.5	4.8	0.8	5.8
CCn1c(=O)n(-c2ccc(Cl)cc2)c(=O)c2c3c(sc21)COC(C)(C)C3	-3.8	-2.1	1.0	2.0	-4.1	-2.4	-0.6	-0.9	-1.7	-1.6
O=C(C1CCCO1)N1CCN(C(=S)Nc2ccc(F)c(Cl)c2)CC1 (stereo not given)	2.9	3.2	-2.4	4.4	2.9	-4.1	2.1	2.9	-0.6	-2.3
COc1ccc2nc(C)cc(SCC(=O)Nc3c(C)cc(C)cc3C)c2c1	8.7	0.2	-3.1	3.6	9.3	0.0	-0.4	2.5	2.6	-0.2
Cc1c(C(=O)OCC(=O)NC(=O)NC2CCCCC2)cccc1[N+](=O)[O-]	0.6	7.5	-1.1	10.3	3.6	5.7	-11.8	-4.8	18.2	0.2
Oc1ccc(N2CCN(C(c3ccncc3)c3nnnn3C3CCCC3)CC2)cc1 (stereo not given)	0.1	13.7	5.1	6.4	0.5	5.1	-6.0	1.1	-2.2	-3.2
N#Cc1c(NC(=O)c2ccc(Br)o2)n(-c2ccccc2)c2nc3ccccc3nc12	-2.6	2.9	6.4	-1.0	2.6	-2.0	-0.9	-15.3	6.1	22.3
CCOc1ccccc1NC(=O)NNC(=O)CCc1ccc(OC)cc1	-2.8	5.4	1.1	8.3	2.1	1.0	1.2	-2.8	3.0	-7.5
Cc1ccc2nc3c(cc2c1)c(NC(=O)c1cccnc1)nn3C	-4.8	-3.7	2.9	-0.5	-2.2	-0.3	9.8	-5.6	1.9	4.4
O=C(/C=C/[C@H]1O[C@@H](n2cnc3c(NC(=O)c4ccccc4)ncnc32)[C@H](O)[C@@H]1O)NCCc1c[nH]c2ccccc12	-1.9	1.5	/	2.6	4.0	-2.0	7.7	1.6	-2.3	2.7
CCC(C(=O)Nc1ccccc1Cl)n1nc(C)c2c(C)n(-c3ccccc3)nc2c1=O (stereo not given)	-7.4	-4.2	-1.2	2.1	-8.2	-0.6	4.7	1.6	0.5	-0.8
CCN1CCN(CC(=O)N2N=C(c3ccc(OC)cc3)CC2c2ccc(OC)cc2)C(=O)C1=O (stereo not given)	-5.7	-10.3	2.4	-2.0	-2.1	-2.3	4.6	1.0	-2.1	-6.6
COc1ccc(-c2c(O)c(C#N)c(-c3ccccc3)n(-c3ccc(OC)cc3)c2=O)cc1	1.8	6.7	3.7	3.9	3.6	5.3	-4.8	-1.5	0.9	9.2
CCOC(=O)c1ccc(N/C=C2\CCCCC2=O)cc1	-3.4	1.8	-2.4	2.0	4.5	12.6	-5.2	-0.8	3.6	0.6
COCC1CCN(C(=O)c2cc(COc3ccc(OC)c4ccccc34)on2)C1 (stereo not given)	0.4	3.6	-5.9	0.4	-2.7	2.6	1.5	-0.4	-4.2	0.5
COc1cc(C)c(S(=O)(=O)NOCc2ccccc2)c(C)c1C	2.1	-16.8	-15.2	3.1	-20.6	-2.7	-0.8	-11.7	-5.1	-3.9
CCC(C)c1c(O)nc(SCC(=O)N2CCOCC2)[nH]c1=O (stereo not given)	3.5	7.4	7.4	3.3	-3.1	2.1	0.4	9.7	2.9	-5.2
CSc1nc2nc3c(cc2c(=O)n1-c1ccccc1)COC(C)(C)C3	-1.7	0.3	-1.4	0.3	1.5	5.4	-4.8	-1.2	1.7	-5.4
COc1ccccc1Nc1nc(Cl)nc(NC(C)(C)C)n1	-1.5	-5.1	-15.6	-4.2	-0.7	-1.2	-10.4	0.1	-1.1	-5.2
O=C(CNCc1ccc(F)cc1)Nc1ccccc1-c1ccccc1	-1.6	-1.8	-9.0	-3.4	-6.2	-1.9	3.8	-4.1	0.3	-4.3
C#CC[N+]1(CC#Cc2ccccc2)CCCCC1	2.9	2.7	-2.3	2.7	1.6	-4.0	-0.7	-8.0	38.2*	0.2
Cc1[nH]c2ccccc2c1CC(=O)Nc1ccc(Nc2cccnc2)c(-c2cc(F)cc(F)c2)c1	-1.1	12.9	/	-0.8	-0.9	6.0	6.3	16.7	2.1	11.8
C/C=C/C=C/C(=O)[C@@H]1[C@@H]([C@]2(C)OC(=O)C(C)=C2O)[C@H]2/C(=C(O)/C=C/C=C/C)C(=O)[C@]1(C)C(=O)C2(C)O (stereo not given in full)	-6.1	6.2	6.7	12.7	4.4	11.7	0.4	-2.6	48.5*	29.8
CC1CN(CCOCCSc2ccccc2)CC(C)O1 (stereo not given)	6.3	4.0	0.2	1.6	-4.1	-0.2	10.4	-1.4	0.1	-0.7
O=C(NN=C1CCCCC1)c1ccccc1OCc1ccc(F)cc1	-6.1	3.8	-45.7	3.4	-6.5	0.8	4.3	-6.9	-0.3	9.6
COc1cc(NS(=O)(=O)c2cc(NC(C)=O)ccc2OC)c(OC)cc1NC(=O)c1ccccc1	-3.7	-2.7	5.4	-5.2	-8.6	-5.2	-8.5	-1.1	-1.8	6.5
CCN(CC)S(=O)(=O)c1ccc(N2CCOCC2)c(NC(=O)c2ccc(N3CCCC3=O)cc2)c1	-1.3	14.3	-0.5	-6.6	-5.7	0.4	-1.4	-0.3	-3.4	-13.0
CC(C)(C)c1cc(C(=S)N2CCCC2)cc(C(C)(C)C)c1O	9.1	-11.7	-12.2	3.6	3.4	4.8	-3.5	4.6	0.3	-8.3
Cn1nnnc1SCSc1nnnn1C	-3.6	-3.9	-3.1	-1.4	-0.6	-1.9	-3.7	3.1	0.2	-0.2
CC(C)c1ccc(N(CC(=O)NCc2ccc(F)cc2)C(=O)c2csnn2)cc1	-0.7	-0.8	-4.0	-0.4	0.6	0.6	-4.6	3.1	-1.6	-6.1
CCCNC(=O)C(Cc1ccc(C(F)(F)F)cc1)NC(=O)c1ccc2ccccc2n1 (stereo not given)	3.4	0.8	-25.6	-7.5	-1.8	-0.5	0.8	-7.8	-2.2	-6.9
O=C(c1[nH]c(C(F)(F)F)nc1-c1ccccc1)N1CCN(Cc2c(F)cccc2Cl)CC1	1.2	-5.5	/	-3.0	2.9	1.2	5.0	-1.3	-1.0	9.2
O=C(CSCc1c(Cl)cccc1Cl)Nc1nccs1	3.7	-0.6	-9.2	0.2	2.8	0.4	-4.5	1.5	-1.2	4.1
O=C(CCN1C(=O)C2C3C=CC(C3)C2C1=O)Nc1ccc2ncccc2c1 (stereo not given)	-0.1	-2.5	5.4	1.4	-1.2	-1.3	2.1	7.0	-0.5	-2.7
Cc1cc(NC(=O)c2cc(-c3cccs3)nc3ccccc23)no1	0.2	-5.7	-39.8	2.6	3.2	2.2	-3.1	-7.5	-2.7	8.0
CCC(=O)Nc1cc(C(=O)NCC2CCCN2CC)c(OC)cc1N(C)C (stereo not given)	6.2	5.0	-3.6	-4.2	0.8	-4.7	7.9	7.2	1.8	2.8
O=C(CSc1ncnc2nc[nH]c12)c1ccc([N+](=O)[O-])cc1	0.7	7.3	8.4	0.4	-2.3	1.2	3.2	-0.8	-0.6	4.7

Source: PubChem (several laboratories)

Only part of the results is shown; the hit share may differ from the screen's.
